Screening results (PubChem)
L3MBTL1 block = L3MBTL1 (human) inhibition | Q9Y468 | AlphaScreen L3MBTL1–H3K9me1 peptide binding | Potency, µM (series often up to 57.1 µM), for the others: at the highest dose activity, negative = inhibition, most hits filed as inhibitors | hit rate 0.66% among 230,000 | AID 485360; also: nearly all actives have a fitted effect of over 60% in size
Target sequence (Q9Y468 whole entry, looked up): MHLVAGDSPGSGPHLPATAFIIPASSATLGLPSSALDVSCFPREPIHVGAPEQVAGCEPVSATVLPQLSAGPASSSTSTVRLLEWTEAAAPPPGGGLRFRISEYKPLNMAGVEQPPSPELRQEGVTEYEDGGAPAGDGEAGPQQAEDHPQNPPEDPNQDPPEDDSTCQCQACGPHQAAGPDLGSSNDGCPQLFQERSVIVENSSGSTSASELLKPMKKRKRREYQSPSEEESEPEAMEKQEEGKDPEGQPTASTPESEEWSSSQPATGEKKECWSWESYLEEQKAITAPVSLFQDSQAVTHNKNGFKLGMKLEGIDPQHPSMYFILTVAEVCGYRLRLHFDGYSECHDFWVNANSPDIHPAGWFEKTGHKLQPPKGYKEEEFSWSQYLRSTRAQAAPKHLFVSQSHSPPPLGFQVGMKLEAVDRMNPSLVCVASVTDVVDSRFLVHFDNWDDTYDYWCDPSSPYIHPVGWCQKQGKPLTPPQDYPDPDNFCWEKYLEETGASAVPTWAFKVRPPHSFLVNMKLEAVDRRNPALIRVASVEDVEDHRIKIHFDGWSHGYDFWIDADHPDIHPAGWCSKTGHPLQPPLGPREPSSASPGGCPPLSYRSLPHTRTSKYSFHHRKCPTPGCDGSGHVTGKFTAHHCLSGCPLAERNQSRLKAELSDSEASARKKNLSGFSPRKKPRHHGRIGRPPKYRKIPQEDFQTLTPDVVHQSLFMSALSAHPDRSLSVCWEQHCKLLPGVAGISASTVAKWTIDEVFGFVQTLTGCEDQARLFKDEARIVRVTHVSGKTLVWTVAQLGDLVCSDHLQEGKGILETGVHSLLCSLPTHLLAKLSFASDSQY
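L3MBTL1 50 nM + b-AHA-H3(1-15)K9me1 75 nM, 30 min RT; compound added, 30 min RT; streptavidin donor/Ni-chelate acceptor beads 10 ug/mL each final, 30 min RT dark; AlphaScreen read.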
GAA inhib = blocks human lysosomal alpha-glucosidase; hit rate 0.005% among 200,000; P10253; AID 1466; Potency, µM (titrated, usually from 76.9 µM), for the others: top-dose activity change, negative = inhibition, hits mostly inhibitors; purified human GAA, 4-MU-alpha-glucoside fluorescence;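 also: plate controls were uninhibited enzyme wells for no effect and no-enzyme background for full effect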
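Read-out is 4-methylumbelliferone fluorescence (Ex 365/Em 440 nm) after NaOH/glycine stop at pH 10. Enzyme 4 nM, substrate 400 uM, pH 5.0 citrate buffer, 20 min room temperature; AC50 from Hill-equation concentration-response.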
TRb SRC2 PPI = TRbeta-SRC2 interaction inhibition | hit rate 0.065% among 280,000 | TRbeta-SRC2 peptide binding, fluorescence polarization; receptor liganded with 1 µM T3 | Potency, µM (top dose mostly 106 µM), inactives show top-dose activity change, negative = inhibition, most hits filed as inhibitors;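 also: plate controls were bound peptide for no effect and peptide without receptor for full effect; nearly all actives have a fitted effect of over 50% in size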
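Binding of a 20-amino-acid Texas Red SRC2 peptide (20 nM) to TRb ligand-binding domain (0.6 uM) with agonist T3 at 1 uM was followed by fluorescence polarization after a 5 hr room-temperature incubation.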
GoLoco inh red = inhibitors of human Gai1-RGS12 GoLoco interaction (red fluorophore); P63096; Gai1:RGS12 GoLoco peptide FP, rhodamine, 10 min; Potency, µM (highest dose often 61.6 µM), for inactives: top-dose activity, negative = inhibition, most hits filed as inhibitors; hit rate 0.44% among 230,000; AID 880; active = well fitted inhibition curve with a large enough effect, not every such curve was filed as active; inactive = no such curve, though single readings can be large or run the other way; also: nearly all actives have a fitted effect of over 30% in size; many of its hits are not listed in these tables
aGlu spleen mod = inhibitors or activators of human alpha-glucosidase in spleen homogenate; P10253; human spleen homogenate, 4-MU-alpha-glucoside fluorescence; Potency, µM (highest dose often 79.9 µM), for the others: at the top dose activity change, negative = inhibition, actives largely listed as inhibitors; hit rate 0.006% among 240,000;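 also: 0% = enzyme with vehicle and -100% = no enzyme basal signal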
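AC50 values come from Hill-equation fits of concentration-response data, normalized to no-enzyme and full-activity controls. Enzyme source: 1 ug human spleen homogenate; 1 mM fluorogenic 4-MU glucoside, pH 5.0 citrate buffer, 37 C, 40 min.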
RECQ1 inh = RECQ1 (human) helicase inhibition; AID 2549; hit rate 0.54% among 240,000; P46063; Potency, µM (series often up to 57.3 µM), without a hit: at the top dose activity, negative = inhibition, hits mostly inhibitors; RECQ1 DNA unwinding, red fluorescence kinetic read;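 also: plate controls were vehicle for no effect and no enzyme for full effect; nearly all actives have a fitted effect of over 30% in size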
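RECQ1T1 50 nM; forked duplex (20 bp + 30-nt ss tails) 200 nM, ATP 2 mM final; pH 8.0, 2 mM MgCl2, 2.5 ug/ml poly(dI-dC); 15 min compound preincubation; discontinuous kinetic read over 2 h at RT.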
GAA glycogen mod = inhibitors or activators of human alpha-glucosidase glycogen cleavage; P10253; recombinant GAA, glycogen substrate, Amplex Red glucose oxidase fluorescence; Potency, µM (series often up to 76.4 µM), without a hit: at the highest dose activity change, negative = inhibition, usual class: inhibitors; hit rate 0.38% among 300,000;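 also: 0% = full enzyme reaction and -100% = no-enzyme basal signal; the screen sought inhibitors and activators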
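Recombinant enzyme (4 nM final) with compounds titrated up to 77 uM and bovine liver glycogen (30 ug) in citrate pH 5.0, 0.01% Tween-20, 37 C 40 min. Released glucose detected by Amplex Red/glucose oxidase (Ex 573/Em 610); AC50 from Hill fits.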
TR SRC2 fluor cs = Texas Red fluorescence interference in TRb-SRC2 counter-screen; TRb/SRC2 Texas Red total fluorescence interference; Potency, µM (doses to about 106 µM), for the others: top-dose fluorescence change, negative = quenching; hit rate 0.29% among 280,000; AID 1479; active = well fitted curve in either direction with a large enough effect; inconclusive = small, poorly fitted or top-dose-only effect
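Human TRβ ligand-binding domain (0.6 uM) and Texas Red SRC2 peptide (20 nM) in Tris buffer with 1 uM T3 and 5% DMSO were incubated with pinned compound for 5 hr at ambient temperature. Total fluorescence was computed as S + 2P (555/632 nm).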
Active calls of the source: *; i = inactive; ? = inconclusive; · = no result given; & = joins results of further samples; [ ] = another dose, or the depositor's remark. Unless noted, calls follow the shape of the dose curve; as a rule, active = well fitted curve in the direction sought with a large enough effect; inconclusive = small, poorly fitted or top-dose-only effect, or another doubt; inactive = no such curve, though single readings can be large; an effect the other way counts as inactive or inconclusive. Unless noted, % is scaled to controls: 0 for no effect and ±100 for the full control effect; potency is read from the fitted curve at half-maximal effect.

SMILES	L3MBTL1 block	GAA inhib	TRb SRC2 PPI	GoLoco inh red	aGlu spleen mod	RECQ1 inh	GAA glycogen mod	TR SRC2 fluor cs
CN1C2CC(OC(=O)C(CO)c3ccccc3)CC1C(O)C2 (configuration not stated)	·	·	4%	-3%	7%	-9%	·	-1%
Cc1nn(C)c(C)c1-c1cccc2c1CCC(N(C)C)C2 (configuration not stated)	·	·	10%	-6%	1%	0%	·	1%
O=C(COc1ccccc1)N1CCN(CC2CC3C=CC2C3)CC1 (configuration not stated)	-5%	3%	2%	-15%	1%	0%	3%	-2%
CC1C(=O)OC2C(O)C34C5OC(=O)[C@@]3(OC3OC(=O)[C@H](O)[C@]34C(C(C)(C)C)C5O)[C@]12O (some centres not stated)	·	·	-1%	5%	8%	-4%	·	1%
O=C1C(=O)c2ccccc2-c2ccccc21	·	-10%	·	9%	-17%	?	2%	-4%
O=C1CC(N2CCC(n3c(=O)[nH]c4ccccc43)CC2)C(=O)N1c1ccc(F)cc1 (configuration not stated)	8%	1%	-4%	-12%	-8%	-5%	-1%	-3%
C=CCn1c(O)c(C(=O)CCCCCC)c(=O)[nH]c1=O	-2%	-6%	-11%	-12%	5%	i	-8%	1%
Cc1cc(OCc2cc(C(=O)O)oc2C)c2c3c(c(=O)oc2c1)CCCC3	·	-4%	0%	24%	3%	24%	-2%	-3%
O=c1c2ccc(Cl)cc2[nH]c(=S)n1-c1cccnc1	-8%	-3%	2%	-15%	-4%	-7%	12%	4%
Clc1ccc(C2CC3CCC2N3)cn1 (configuration not stated)	·	·	5%&-4%&6%	10%&8%&7%	0%&4%&-3%	-6%&14%	·	1%&-2%&-3%
CC(C)c1ccc(-n2c(O)c(/C=N/NC(=O)c3ccncc3)c(=O)[nH]c2=O)cc1	-1%	?	11%	6%	-1%	-9%	3%	-10%
N[C@H]1C[C@H]1c1ccccc1	·	·	-4%	-3%[21.6 µM]	-17%[29.1 µM]	-10%[25.9 µM]	·	0%

An excerpt from further up, as a working copy:
SMILES	L3MBTL1 block	GAA inhib	TRb SRC2 PPI	GoLoco inh red	aGlu spleen mod	RECQ1 inh	GAA glycogen mod	TR SRC2 fluor cs
CC(C)c1ccc(-n2c(O)c(/C=N/NC(=O)c3ccncc3)c(=O)[nH]c2=O)cc1	-1%	?	11%	6%	-1%	-9%	3%	-10%
N[C@H]1C[C@H]1c1ccccc1	·	·	-4%	-3%[21.6 µM]	-17%[29.1 µM]	-10%[25.9 µM]	·	0%

Remaining list, next part.
SMILES	L3MBTL1 block	GAA inhib	TRb SRC2 PPI	GoLoco inh red	aGlu spleen mod	RECQ1 inh	GAA glycogen mod	TR SRC2 fluor cs
C1CC2OC2CC1C1CO1 (configuration not stated)	-11%	·	4%[201 µM]	-4%	11%	1%	·	-2%[201 µM]
CCCC[C@@H](C)[C@@H](OC(=O)C[C@@H](CC(=O)O)C(=O)O)[C@H](C[C@@H](C)CCCCCC[C@@H](O)C[C@H](O)[C@H](C)N)OC(=O)C[C@@H](CC(=O)O)C(=O)O	·	·	5%	·	-4%	-10%	·	-4%
Fc1cccc(F)c1CN1CCN(Cc2c(F)cccc2F)CC1	1%	-3%	1%	-2%	0%	0%	1%	5%
CC1=C(O)C(=O)C=C2C1=CC=C1[C@]2(C)CC[C@@]2(C)C3C[C@](C)(C(=O)O)CC[C@@]3(C)CC[C@@]12C (some centres not stated)	·	·	1%	-30%	5%	-12%	·	0%
COc1ccccc1N1CCN(Cc2c(F)cccc2Cl)CC1	·	-1%	3%	2%	3%	-7%	18%	0%
NC(N)=NCCCCCCCCCCN=C(N)N	·	·	1%&-3%	2%&-2%	-5%&1%	-4%	·	4%&-1%
CC(C)NC[C@H](O)COc1cccc2[nH]ccc12	·	·	-4%&9%&2%&7%	6%&-9%&-3%&8%	9%&-10%&2%&6%	0%&19%&-14%	-5%	-5%&-2%&4%&1%
c1ccc(C2CNCc3ccccc32)cc1 (configuration not stated)	·	·	5%	12%	-6%	6%	·	-2%
CN(C)C1(CNC(=O)c2ccc(Cl)c(S(=O)(=O)NCc3ccco3)c2)CCCCC1	·	-6%	16%	-7%	-1%	-4%	0%	1%
CCN(CC)c1ccc(/C=C2\C(=O)NC(=O)N(CC3CCCO3)C2=O)cc1 (configuration not stated)	-6%	-2%	18%	166%[activator]	-4%	-4%	2%	21%
O=C(C1CC(c2ccc(F)cc2)=NO1)N1CCC2(CC1)OCCO2 (configuration not stated)	·	1%	-2%	1%	-4%	-15%	-13%	-4%
O=[N+]([O-])c1ccc(N2CCCCCC2)c2ncccc12	?	?	2%	26%	5%	-13%	-10%	-3%

Structural class, the compounds so far containing a halogen.
SMILES	L3MBTL1 block	GAA inhib	TRb SRC2 PPI	GoLoco inh red	aGlu spleen mod	RECQ1 inh	GAA glycogen mod	TR SRC2 fluor cs
O=C1CC(N2CCC(n3c(=O)[nH]c4ccccc43)CC2)C(=O)N1c1ccc(F)cc1 (configuration not stated)	8%	1%	-4%	-12%	-8%	-5%	-1%	-3%
O=c1c2ccc(Cl)cc2[nH]c(=S)n1-c1cccnc1	-8%	-3%	2%	-15%	-4%	-7%	12%	4%
Clc1ccc(C2CC3CCC2N3)cn1 (configuration not stated)	·	·	5%&-4%&6%	10%&8%&7%	0%&4%&-3%	-6%&14%	·	1%&-2%&-3%
Fc1cccc(F)c1CN1CCN(Cc2c(F)cccc2F)CC1	1%	-3%	1%	-2%	0%	0%	1%	5%
COc1ccccc1N1CCN(Cc2c(F)cccc2Cl)CC1	·	-1%	3%	2%	3%	-7%	18%	0%
CN(C)C1(CNC(=O)c2ccc(Cl)c(S(=O)(=O)NCc3ccco3)c2)CCCCC1	·	-6%	16%	-7%	-1%	-4%	0%	1%
O=C(C1CC(c2ccc(F)cc2)=NO1)N1CCC2(CC1)OCCO2 (configuration not stated)	·	1%	-2%	1%	-4%	-15%	-13%	-4%

Later entries
SMILES	L3MBTL1 block	GAA inhib	TRb SRC2 PPI	GoLoco inh red	aGlu spleen mod	RECQ1 inh	GAA glycogen mod	TR SRC2 fluor cs
CC12CN3C(O)C(C)(C1)CC(C)(C2)C3O (configuration not stated)	-3%	-11%	-2%	4%	4%	-5%	-10%	2%
CCOP(=S)(OCC)Oc1ncn(-c2ccccc2)n1	·	·	-3%	·	-6%	-23%	·	-1%
Cc1nc2cc(C(=O)N3CCC4(CC3)OCCO4)ccc2n1-c1ccc(Br)cc1	-2%	-7%	4%	11%	3%	-3%	3%	-5%
ClC(Cl)(Cl)Cl	·	·	5%&2%	-12%&2%	2%&1%	5%&-13%	·	0%&1%
Cc1cc(Cl)nc(N)n1	6%	-14%	3%	-5%	-1%	-4%	6%	1%
FC(F)=C(F)CCSc1ncn[nH]1	-2%	3%	4%	8%	5%	i	24%	0%
Cc1c(C(=O)c2ccccc2)c2ccccc2n1C	·	·	-5%	-2%	-4%	16%	-13%	1%
CCOc1ccc2nc(N=Nc3c(O)[nH]c(=S)[nH]c3=O)sc2c1	7.9µM*	?	-2%	20%	-2%	-11%	0%	-7%
Cc1ccc2c(c1)Cc1c(C(=O)NC3CCCCC3)nn(-c3ccc(Cl)cc3Cl)c1-2	·	·	4%	·	-1%	9%	·	1%
Cc1ccc2c(c1)C1CN(C)CCC1N2C(=O)c1cccs1 (configuration not stated)	·	·	-1%	2%	0%	6%	1%	0%
C=CCn1c(O)c(/C(C)=N/NC(=S)Nc2ccccc2)c(=O)[nH]c1=O	·	·	2%	-6%	1%	i	-22%	0%
C/C=C1/CN2CC[C@]34C(=C(C=O)[C@H]1C[C@@H]23)Nc1ccccc14	·	·	-4%&5%	3%	2%&-8%	2%&-1%	·	1%&-1%
COC(=O)[C@@H]1C[C@@]2(O)[C@H](O)[C@H](O)[C@H](O)C[C@H]2N1Cc1cccnc1	·	·	7%	-18%	-2%	i	·	-3%
COc1ccccc1N=Nc1c(O)[nH]c(=S)[nH]c1=O	-9%	-10%	11%	29%	-5%	-10%	1%	-13%
CN1C(=O)/C(=C\c2ccc(N3CCCCCC3)cc2)C(=O)NC1=S	-15%	-14%	4%	181%[activator]	-3%	-6%	-2%	-5%
C=CCn1c(O)c(C=NCCCOc2ccc(CC)cc2)c(=O)[nH]c1=S	1%	3%	2%	297%[activator]	-2%	-3%	12%	1%
CCN1C[C@]2(C)CC[C@H](OC)[C@]34C5C[C@@H]6CC[C@@](O)(C5C(=O)O6)C(C13)[C@@H](OC(=O)c1ccccc1)C24	·	·	1%	-3%	3%	-15%	·	-2%
O=C(c1cccc([N+](=O)[O-])c1)C12CN3CN(CN(C3)C1)C2	25%	-1%	-10%	6%	·	-1%	2%	1%
CCCC[C@H]1C(=O)O[C@H](C)[C@H](NC(=O)c2cccc(NC=O)c2OC)C(=O)O[C@@H](C)[C@@H]1OC(=O)CC(C)C	·	·	0%&1%&-3%	5%&-5%	-3%&1%&1%	-9%&-12%	·	-1%&0%&1%
O=C1NC(=O)N(Cc2ccc(F)cc2)C(=O)/C1=C\c1ccc([N+](=O)[O-])s1	·	·	14%	41%[activator]	-4%	32µM*	-11%	3%
Cc1ccc(N2C(=O)NC(=O)C(CCc3ccccn3)(Cc3ccc(F)cc3)C2=O)cc1 (configuration not stated)	-3%	12%	2%	15%	-2%	i	1%	-1%

Only part of the results is shown. The share of hits here may be higher or lower than overall.
